CSN deneddyl inh: inhibitors of CSN-mediated cullin deneddylation, primary screen, biochemical, fluorescence polarization, uHTS. inhibition, % at 12.5 µM. AID 651999, 2013. COP9 signalosome complex subunit 5 (Homo sapiens), Q92905. Purified CSN, SCF-Nedd8-OG deneddylation. hit rate 0.38% among 360,000;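 active = pattern-corrected inhibition above about 35%, with an unprinted fluorescence ratio check between 0.5 and 1.5, limit read from the data, passing the limit was not always enough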;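 also: 0% = enzyme with substrate and 100% = substrate without enzyme; some results filed as inactive read as strong as hits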
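Test system: Human Csn5 produced in HEK293T cells | Compound: 12.5 µM single point | Times: 90 min, room temperature | Signal: Fluorescence polarization readout | Read-out basis: % inhibition of substrate cleavage by Csn5 | Controls: no-enzyme wells high, enzyme-with-substrate wells low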
MsrA inhibitor: bovine MsrA enzyme inhibitors, primary screen, biochemical, absorbance, HTS; Methionine sulfoxide reductase A (Bos taurus); purified bovine MsrA, absorbance read-out; inhibition, % at 15.5 µM; hit rate 0.75% among 360,000; AID 651718, 2012; in the data active = inhibition above about 4.5%;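 also: 0% = vehicle wells with enzyme and 100% = reference inhibitor wells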
PABP1 MLLE inh: inhibitors of PABP1 MLLE–PAM2 peptide binding, primary screen, biochemical, fluorescence polarization, FITC-PAM2, GST-MLLE; Polyadenylate-binding protein 1 (Homo sapiens), P11940; inhibition, % at 20 µM; hit rate 0.36% among 360,000; in the data active = inhibition above about 35%, passing the limit was not always enough;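 also: plate controls were DMSO wells with GST-MLLE for no effect and wells lacking GST-MLLE protein for full effect; some results filed as inactive read as strong as hits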
TbMetRS inhib: T. brucei MetRS inhibitors, primary screen, biochemical, luminescence; methionyl-tRNA synthetase (Trypanosoma brucei brucei); purified T. brucei MetRS, ATP depletion, Kinase-Glo luminescence; hit rate 0.4% among 360,000; inhibition, % at 11.9 µM; AID 624268, 2012;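 active = inhibition above a per-plate cutoff of the control wells' mean inhibition plus 3 SD, cut at about 5.5% in these data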;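 also: 0% = DMSO wells median and 100% = median of wells with control inhibitor compound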
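Dosing: 11.9 µM single point; system: parasite MetRS enzyme; technique: luminescence of leftover ATP; times: 15 min enzyme-compound preincubation, 2 h reaction, 10 min detection, 25 °C; replicates: each compound tested once; read-out basis: percent inhibition relative to median high and low control wells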
Rin1 Abl inh: inhibitors of Rin1-Abl protein binding, primary screen, biochemical, TR-FRET | hit rate 0.4% among 360,000 | AID 588664, 2011 | Tyrosine-protein kinase ABL1 (Homo sapiens) + Ras and Rab interactor 1 (Homo sapiens), … | inhibition, % at 7.35 µM; in the data active = inhibition above about 5%, passing the limit was not always enough
bovine MsrA act: bovine MsrA enzyme activators, primary screen, biochemical, absorbance, HTS. purified bovine MsrA, absorbance read-out. activation, % at 10.6 µM. hit rate 0.3% among 360,000; in the data active = activation above about 7.5%;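 also: 0% = vehicle and 100% = reference activator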
FAS TE block: FAS thioesterase domain inhibitors, primary screen, biochemical, fluorescence intensity, uHTS; hit rate 0.67% among 360,000; recombinant FAS-TE, OMFH fluorogenic substrate, fluorescence endpoint; Fatty acid synthase (Homo sapiens), P49327; inhibition, % at 15 µM;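 active = compounds whose normalised, plate-corrected inhibition of enzyme fluorescence in the single-dose primary screen is 50% or more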;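 also: 0% = DMSO with enzyme and 100% = substrate without enzyme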
Target sequence (P49327 whole entry, looked up, the tested form may be a part): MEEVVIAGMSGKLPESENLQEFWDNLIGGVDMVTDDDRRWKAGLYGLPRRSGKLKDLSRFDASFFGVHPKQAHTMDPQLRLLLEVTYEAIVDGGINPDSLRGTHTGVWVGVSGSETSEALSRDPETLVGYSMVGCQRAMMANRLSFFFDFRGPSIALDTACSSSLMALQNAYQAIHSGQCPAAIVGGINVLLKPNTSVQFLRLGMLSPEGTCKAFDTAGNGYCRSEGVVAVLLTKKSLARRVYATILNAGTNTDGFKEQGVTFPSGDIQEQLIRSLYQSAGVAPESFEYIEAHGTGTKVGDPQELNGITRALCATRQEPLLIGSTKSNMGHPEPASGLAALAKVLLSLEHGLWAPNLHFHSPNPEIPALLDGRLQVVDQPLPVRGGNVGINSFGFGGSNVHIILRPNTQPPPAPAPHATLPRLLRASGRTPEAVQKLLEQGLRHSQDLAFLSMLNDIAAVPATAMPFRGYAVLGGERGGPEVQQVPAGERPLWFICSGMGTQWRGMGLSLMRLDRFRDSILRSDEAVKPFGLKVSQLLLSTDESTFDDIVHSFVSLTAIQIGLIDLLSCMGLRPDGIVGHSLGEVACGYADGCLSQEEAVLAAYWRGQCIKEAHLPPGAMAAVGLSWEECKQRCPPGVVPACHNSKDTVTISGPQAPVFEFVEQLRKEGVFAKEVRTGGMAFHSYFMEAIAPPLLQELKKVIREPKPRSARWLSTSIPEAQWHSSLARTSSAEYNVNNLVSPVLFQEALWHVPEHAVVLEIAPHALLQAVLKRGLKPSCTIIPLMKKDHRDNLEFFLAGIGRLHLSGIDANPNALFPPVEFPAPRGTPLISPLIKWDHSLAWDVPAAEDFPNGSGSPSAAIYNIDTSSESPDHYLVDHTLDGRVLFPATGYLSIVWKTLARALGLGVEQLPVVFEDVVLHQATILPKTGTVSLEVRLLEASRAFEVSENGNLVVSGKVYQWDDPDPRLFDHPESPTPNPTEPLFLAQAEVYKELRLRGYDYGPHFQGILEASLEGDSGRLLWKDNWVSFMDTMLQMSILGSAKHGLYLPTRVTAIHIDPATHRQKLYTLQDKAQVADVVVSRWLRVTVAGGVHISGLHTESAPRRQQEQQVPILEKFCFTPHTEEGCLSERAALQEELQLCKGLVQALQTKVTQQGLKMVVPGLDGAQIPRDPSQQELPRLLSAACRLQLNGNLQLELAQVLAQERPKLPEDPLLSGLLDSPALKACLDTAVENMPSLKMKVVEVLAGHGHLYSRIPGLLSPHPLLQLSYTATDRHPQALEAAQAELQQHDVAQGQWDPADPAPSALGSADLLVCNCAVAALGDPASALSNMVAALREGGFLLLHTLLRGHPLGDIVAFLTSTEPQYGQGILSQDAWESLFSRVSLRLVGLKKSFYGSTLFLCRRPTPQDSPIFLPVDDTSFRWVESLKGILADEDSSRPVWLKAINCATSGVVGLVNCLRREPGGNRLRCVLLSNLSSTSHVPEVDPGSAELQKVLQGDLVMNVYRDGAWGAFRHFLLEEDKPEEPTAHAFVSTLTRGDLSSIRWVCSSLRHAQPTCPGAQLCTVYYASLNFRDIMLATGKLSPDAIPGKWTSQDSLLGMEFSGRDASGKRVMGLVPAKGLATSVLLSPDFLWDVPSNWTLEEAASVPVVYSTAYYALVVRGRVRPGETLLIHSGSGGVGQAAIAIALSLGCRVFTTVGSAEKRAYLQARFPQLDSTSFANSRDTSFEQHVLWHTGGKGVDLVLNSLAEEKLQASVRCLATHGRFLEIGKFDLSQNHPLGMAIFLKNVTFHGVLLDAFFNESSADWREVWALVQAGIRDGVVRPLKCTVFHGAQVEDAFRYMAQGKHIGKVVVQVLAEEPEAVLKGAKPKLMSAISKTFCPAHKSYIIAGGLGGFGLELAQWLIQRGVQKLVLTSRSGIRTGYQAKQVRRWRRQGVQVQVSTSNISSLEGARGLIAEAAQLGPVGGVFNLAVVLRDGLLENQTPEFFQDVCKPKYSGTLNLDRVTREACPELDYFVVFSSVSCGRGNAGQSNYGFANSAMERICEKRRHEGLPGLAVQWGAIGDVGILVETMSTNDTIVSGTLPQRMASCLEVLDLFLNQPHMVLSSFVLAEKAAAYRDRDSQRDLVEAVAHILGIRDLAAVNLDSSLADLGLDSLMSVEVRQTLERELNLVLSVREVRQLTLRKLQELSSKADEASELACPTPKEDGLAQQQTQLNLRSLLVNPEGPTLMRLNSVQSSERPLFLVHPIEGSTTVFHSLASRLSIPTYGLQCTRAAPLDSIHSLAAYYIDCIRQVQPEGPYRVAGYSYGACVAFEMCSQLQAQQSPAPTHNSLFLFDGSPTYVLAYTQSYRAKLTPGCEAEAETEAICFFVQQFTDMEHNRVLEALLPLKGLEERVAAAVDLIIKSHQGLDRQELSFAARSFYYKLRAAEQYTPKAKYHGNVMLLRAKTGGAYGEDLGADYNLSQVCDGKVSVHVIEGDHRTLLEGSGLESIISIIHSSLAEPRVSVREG
E coli Lon inh: inhibitors of E. coli Lon protease, primary screen, biochemical, fluorescence polarization | P0A9M0 | purified E. coli Lon protease | inhibition, % at 7.94 µM | hit rate 0.42% among 360,000; in the data active = inhibition above about 13%, passing the limit was not always enough;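 also: 0% = enzyme with probe and DMSO and 100% = no enzyme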
Neddyl block: inhibitors of cullin neddylation, primary screen, biochemical, TR-FRET, uHTS, NAE and Ubc12 | NEDD8-conjugating enzyme Ubc12 (Homo sapiens) + NEDD8-activating enzyme E1 regulatory … | calls only at 25 µM | hit rate 0.58% among 360,000 | AID 651699, 2012; in the data active = inhibition above about 36%
* marks the source's active call; other numbers are inactive results; i = inactive; . = no result given; & = joins results of further samples; ! = not confirmed by another sample.

SMILES	CSN deneddyl inh	MsrA inhibitor	PABP1 MLLE inh	TbMetRS inhib	Rin1 Abl inh	bovine MsrA act	FAS TE block	E coli Lon inh	Neddyl block
CCOc1cc(/C=N/N2CCN(Cc3ccccc3)CC2)ccc1O	-2	0.1	10	-0.5	1	-3	-5	-1	i
O=C(CCC(=O)N1CCCCCC1)NCc1ccc(F)cc1	0	-1.0	1	-0.8	2	-4	1	-4	i
CN(Cc1cccc(Cl)c1)C(=O)C1CCN(C(=O)Nc2ccccc2)CC1	5	1.0	0	-0.4	0	-5	-7	-5	i
Cc1cc(/C=C2\SC(=S)NC2=O)c(C)n1C	76*	0.8	-84	0.7	-4	-7	2	-100	i
Cn1nnnc1SCC(=O)Nc1cc(S(=O)(=O)N2CCCC2)ccc1Cl	-7	1.0	-14	-0.5	4	-6	-8	-2	i
COc1nsnc1NS(=O)(=O)c1ccc(NC(=S)NC(=O)c2cccnc2)cc1	3	3.8	37	-0.5	2	-7	-5	5	i
CCn1ccnc1CN1CCN(CC=C(C)C)C(CCO)C1 (centres undefined)	2	0.8	-5	0.8	6	-2	5	5	i
COc1ccc(OC)c(NC(=O)N[C@H](Cc2ccccc2)C(=O)NN)c1	-2	0.0	-8	0.5	-3	-3	-6	-10	i
Cc1nc2ccc(S(=O)(=O)N(C)CC(=O)N3CCc4ccccc43)cc2s1	4	0.0	2	-0.6	-4	-4	2	-1	i
Nc1c(S(=O)(=O)c2cccc(Cl)c2)c2nc3ccccc3nc2n1CCN1CCOCC1	1	0.0	3	-1.4	-4	-11	9	-4	i
Cc1cc(OCC(=O)Nc2ccccc2F)nc(C(C)C)n1	-2	1.3	3	-0.5	1	-1	-7	2	i
O=C(NNC(=O)c1ccccc1Cl)c1csc(N2CCOCC2)n1	-1	-0.6	-2	-0.3	1	0	-7	-11	i
CCOC(=O)/C=C(\C)Sc1cc(=O)oc2ccccc12	-4	0.4	5	0.3	-3	-4	6	7	i
CCCC(C)NC(=O)c1ccccc1SC (centres undefined)	4	0.5	14	0.6	2	-8	-3	-1	i
O=C(CNCCC1=CCCCC1)Nc1ccccc1N1CCCCCC1	-4	-0.3	-4	-0.4	-2	0	27	2	i
CC(C)CCN1CCN(C2CCN(c3ccccc3)CC2)CC1CCO (centres undefined)	0	0.4	-1	-0.3	1	-2	-10	5	i
CN1C(C(=O)Nc2cccc(O)c2)=CC(c2cccs2)=NS1(=O)=O	-5	3.1	-9	-0.2	-2	-2	4	2	i
CCc1cc(C(=O)c2ccc(OC)cc2)c(NC(=O)COCC(=O)O)s1	2	2.0	22	-0.6	-1	-3	3	0	i
CCCn1c(SCC(=O)Nc2cc(C(=O)O)ccc2C)nc2sc3c(c2c1=O)CCC3	-3	0.0	14	-0.1	3	-2	5	-7	i
O=P(c1ccccc1)(c1ccccc1)c1nc(-c2ccccc2)oc1N1CCOCC1	0	1.8	12	-0.9	-1	-4	-1	1	i
CC(CCc1ccccc1)NC(=O)CN1C(=O)NC2(CCCCC2)C1=O (centres undefined)	-3	0.0	5	-0.5	0	-2	-4	-1	i
CCCc1nnc(NC(=O)CCC(=O)N2CCN(Cc3ccccc3)CC2)s1	1	-0.1	-8	-0.6	4	-10	-4	2	i
O=C1NC(Cc2ccc(O)cc2)c2nc3ccc(F)cc3c(=O)n2-c2cc(Cl)ccc21 (centres undefined)	-3	-0.1	1	-1.3	1	-1	0	-6	i
COc1ccc(C(C)(C)C)cc1NC(=O)c1ccc2ncsc2c1	2	-1.2	-1	-0.3	0	-2	19	-7	i
CS(=O)(=O)c1ccc(Nc2nc(C(N)Cc3ccc(Cl)cc3)cs2)cc1 (centres undefined)	-3	0.0	-8	-0.1	1	-1	-4	7	i

Looked up one by one from above:
SMILES	CSN deneddyl inh	MsrA inhibitor	PABP1 MLLE inh	TbMetRS inhib	Rin1 Abl inh	bovine MsrA act	FAS TE block	E coli Lon inh	Neddyl block
CCc1cc(C(=O)c2ccc(OC)cc2)c(NC(=O)COCC(=O)O)s1	2	2.0	22	-0.6	-1	-3	3	0	i
COc1ccc(OC)c(NC(=O)N[C@H](Cc2ccccc2)C(=O)NN)c1	-2	0.0	-8	0.5	-3	-3	-6	-10	i
CCOC(=O)/C=C(\C)Sc1cc(=O)oc2ccccc12	-4	0.4	5	0.3	-3	-4	6	7	i
Nc1c(S(=O)(=O)c2cccc(Cl)c2)c2nc3ccccc3nc2n1CCN1CCOCC1	1	0.0	3	-1.4	-4	-11	9	-4	i

Additional records.
SMILES	CSN deneddyl inh	MsrA inhibitor	PABP1 MLLE inh	TbMetRS inhib	Rin1 Abl inh	bovine MsrA act	FAS TE block	E coli Lon inh	Neddyl block
COc1ccc(C(=O)CN2C(=O)NC3(CCCCCC3)C2=O)c(OC)c1	3	-0.1	2	-0.1	5	-2	-2	2	i
CCOC(=O)CC1COCCN1C(=O)CCc1nnc(-c2ccsc2)o1 (centres undefined)	0	-0.4	9	-0.6	1	-3	-10	-2	i
CC(C)C1OC2(C)OC(=N)C1(C#N)C(C#N)(C#N)C2c1ccccc1 (centres undefined)	-25	1.7	38	-0.3	1	-4	-5	26	.
COc1cc(OC)cc(C(=O)NCC(=O)Nc2ccc(-c3ccccc3)cc2)c1	0	-0.8	1	-0.2	-1	-2	14	-2	i
COc1ccc(Cc2c(O)nc(SCC(=O)NC34CC5CC(CC(C5)C3)C4)[nH]c2=O)cc1	4&-13	0.2&2.0	41*!	0.2&-0.6	0&0	-2&-3	-2&1	-7&8	i
Cc1cccc(C)c1NC(=O)CNC(=O)CCCN1C(=O)c2cccc3cccc(c23)C1=O	2	2.0	-13	-0.3	-2	-6	-5	2	i
COc1ccc(C(=O)N/C(=C\c2cccs2)c2nc3ccccc3[nH]2)cc1OC	2	6.0*	-5	8.2*	-2	-4	-1	5	i
Cc1ccc(NC(=O)COc2cccc3c2OC(C)(C)C3)c(O)c1	1	0.4	-3	0.5	0	-3	8	-2	i
O=C(NCCc1ccccc1)C(=O)NCC1OCCCN1S(=O)(=O)c1cc(F)ccc1F (centres undefined)	1	-0.4	-7	-0.7	1	-7	0	4	i
O=C(CN(CC1CCCO1)C(=O)Cn1nnc(-c2ccc(F)cc2)n1)NC1CCCCC1 (centres undefined)	1	-0.3	-6	-0.7	2	-2	3	-6	i
CN1c2ccccc2SC2C(c3ccccc3)=NOC21 (centres undefined)	-8	-0.8	-4	-0.7	1	-4	15	-6	i
Cc1cc(NC(=O)c2cccc(S(=O)(=O)N3c4ccccc4CC3C)c2)no1 (centres undefined)	-1	2.9	-10	-0.5	-6	-6	15	-1	i
COc1ccccc1C1C(C(=O)c2ccco2)=C(O)C(=O)N1c1cc(C)on1 (centres undefined)	4	-0.2	9	-0.2	4	-2	-3	-6	i
CN(C)S(=O)(=O)c1ccc(S(=O)(=O)Nc2ccc3c(c2)oc2ccccc23)cc1	-3	0.1	-4	-0.5	0	-4	39	-5	i
COc1ccc(NC(=O)C(NC(=O)CNC(C)=O)c2ccc(C)cc2)cc1 (centres undefined)	4	0.4	-3	-0.8	-1	-6	-10	3	i
CSc1ccc(/C=N/Nc2nc(C)cc(=O)[nH]2)cc1	-2	4.9*	-11	-0.5	1	-5	0	-6	i
CCC1CCCCN1S(=O)(=O)c1ccc(S(=O)(=O)N2CCN(S(=O)(=O)CC)CC2)cc1 (centres undefined)	4	-0.2	10	-0.4	2	0	-13	0	i
Nc1ccc2nc(CCCCCCCCc3nc4ccc(N)cc4[nH]3)[nH]c2c1	3	1.0	-46	0.3	-1	-5	-12	0	i
CCc1ccccc1NC(=O)c1nnn(CC(=O)Nc2cccc(C)c2C)c1N	1	1.8	2	-0.1	-1	-6	-8	3	i
CCCC/C=C/C(NC(=O)c1ccc(-c2ccccc2)cc1)c1ccccc1 (centres undefined)	0	1.3	7	-0.2	3	-1	12	-6	i
O=C(CSc1nc(O)cc(=O)[nH]1)N1c2ccccc2Sc2ccccc21	10	0.3	20	0.0	6	-2	-2	2	i
N#Cc1cnn2cc(-c3ncc(C(F)(F)F)cc3Cl)cnc12	-9	1.4	0	0.1	-2	-1	0	-7	.
O=C(Cn1ncnn1)OCc1ccccc1Cl	0	1.8	-1	0.1	1	2	-7	-12	i
COc1cccc(/C=C(\C)C(=O)c2c(C)cc(C)[nH]c2=O)c1OC	2	1.3	5	0.2	6	-5	-2	7	i
O=C(COC(=O)Cc1ccc(S(=O)(=O)N2CCOCC2)s1)Nc1ccc([N+](=O)[O-])cc1	-3	0.8	4	-0.2	2	-2	14	-4	i
More entries follow:
SMILES	CSN deneddyl inh	MsrA inhibitor	PABP1 MLLE inh	TbMetRS inhib	Rin1 Abl inh	bovine MsrA act	FAS TE block	E coli Lon inh	Neddyl block
O=C(COC(=O)c1ccccc1Nc1ccc(SC(F)F)cc1)NCc1ccco1	-4	3.5	1	-3.1	2	-9	15	-2	i
O=c1c2ccccc2nc(SCc2cccc(F)c2)n1C1CCCC1	-19	0.0	4	-0.3	-5	-3	38	-1	i
COc1ccc(N(CC(=O)Nc2ccccc2C(=O)N2CCOCC2)S(=O)(=O)c2ccc(F)cc2)cc1	-4	-2.0	4	-0.5	-4	-3	-6	-9	i
Cc1ccc(SCc2cc(-c3ccc(Cl)cc3)on2)cc1	-8	-0.3	-3	0.0	-2	-10	16	-2	i
O=c1c(S(=O)(=O)c2ccc(Cl)cc2)cn(Cc2ccccc2F)c2ccc(F)cc12	-9	1.0	-6	0.1	1	-4	8	16	i
N#Cc1c(NC(=S)NC(=O)c2ccccc2)sc2c1CCC2	1	-0.7	3	1.2	-1	-1	-6	-3	i
O=C(/C(=N\Nc1ccc([N+](=O)[O-])cc1)Sc1nnnn1-c1ccccc1)c1ccccc1	0	1.2	-68	-0.5	1	-4	41	4	i
Clc1ccccc1CSc1nnc(-c2ccco2)c(-c2ccco2)n1	49	1.1	22	-0.6	2	-8	19	42*	i
CCOc1ccc(NC(=O)CN(C2CCCCC2)S(C)(=O)=O)cc1	4	-0.3	-4	-0.7	-3	0	-5	2	i
Cc1cc2ccccn2c1C(=O)c1ccc(NN)c([N+](=O)[O-])c1	-1	0.5	-103	0.5	0	-1	-7	-6	i
COc1ccccc1OCC(O)Cn1c(=N)n(CCN2CCCCC2)c2ccccc21 (centres undefined)	1	0.3	-9	-0.4	-2	-3	-6	3	i
C[C@@H]1Cn2cnc(C(=O)Nc3ccc(CNC(=O)OC(C)(C)C)cc3)c2C(=O)N1	3	0.5	-1	-0.2	-2	-12	-6	-11	i
Cc1nc([N+](=O)[O-])cn1CC(=O)Nc1ccc2c(c1)OCO2	0	0.1	4	-0.2	1	-4	-6	-6	i
O=C(O)CCCC(=O)Nc1ccc2c(c1)oc1ccccc12	3	0.1	7	-0.1	-1	-2	-5	-1	i
Cc1cc(N)n2nc(C(F)(F)F)nc2n1	3	-0.7	-26	-0.6	1	-9	-13	-8	i
Cc1cc(N2CCN(C(=O)c3ccoc3)CC2)n2nc(-c3ccccc3)cc2n1	3	1.4	0	-0.7	1	-3	-3	4	.
